TDP-43 yeast inh: inhibitors of TDP-43 toxicity in yeast; hit rate 1.8% among 410,000; TDP-43 expressing yeast growth rescue, BacTiter-Glo, 24 h; AID 652104; Potency, µM (doses to about 46.1 µM), inactives show at the highest dose growth rescue (activation), most hits filed as activators; further: % of control where 0% means no effect; nearly all actives have a fitted effect of over 50% in size
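Growth rescue of TDP-43-toxic yeast measured as ATP luminescence (BacTiter-Glo). Cells grown to mid-log in raffinose, induced in galactose at OD600=0.02, exposed to compound 24 hr at 30 deg C.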
KB-V1 cytotox: kills drug-selected multidrug resistant KB-V1 cells | KB-V1 MDR cells viability, CellTiter-Glo, 72 h | Potency, µM (highest dose often 46.1 µM), for the others: at the top dose activity change, negative = cytotoxicity, most hits filed as cytotoxic | hit rate 3.4% among 400,000 | AID 1347076; further: on the % scale 0 is the no-effect control and ±100 the full control effect; nearly all actives have a fitted effect of over 60% in size
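KB-V1 cells (P-gp-expressing MDR subline of KB-3-1) in phenol-red-free DMEM with 10% FBS were exposed to library compounds over a concentration series for 72 h at 37 degrees C. Viability read by CellTiter-Glo luminescence; concentration-effect curves fitted after normalization.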
GLP-1R inv ag: inverse agonists of human GLP-1 receptor; AID 624417; HEK293 GLP-1R CRE-luciferase, luminescence, 24 h; GLP-1R form is constitutively active; hit rate 1.6% among 410,000; Potency, µM (series often up to 38.3 µM), inactives show at the top dose activity change, negative = inhibition, most hits filed as inhibitors; further: on the % scale 0 is the no-effect control and ±100 the full control effect; nearly all actives have a fitted effect of over 55% in size
Target sequence (P43220 whole entry, looked up): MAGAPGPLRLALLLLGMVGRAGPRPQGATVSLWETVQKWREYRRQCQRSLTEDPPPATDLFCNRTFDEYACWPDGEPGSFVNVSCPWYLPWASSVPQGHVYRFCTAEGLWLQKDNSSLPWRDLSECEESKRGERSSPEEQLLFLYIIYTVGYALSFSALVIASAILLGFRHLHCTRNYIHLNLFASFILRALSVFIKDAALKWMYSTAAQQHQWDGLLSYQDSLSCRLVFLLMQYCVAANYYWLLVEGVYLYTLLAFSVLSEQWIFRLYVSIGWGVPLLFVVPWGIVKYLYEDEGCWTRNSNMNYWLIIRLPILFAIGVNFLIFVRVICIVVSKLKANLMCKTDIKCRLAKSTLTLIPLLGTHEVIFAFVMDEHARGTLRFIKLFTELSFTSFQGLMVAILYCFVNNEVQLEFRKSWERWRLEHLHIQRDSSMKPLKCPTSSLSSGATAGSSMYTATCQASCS
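Seeding at 200 cells/uL, 12 h culture, 24 hr compound treatment, then luciferase reagent and a luminescence read; cells are HEK293 stably expressing a constitutively active GLP-1R plus cAMP-responsive luciferase.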
KB-3-1 tox: KB-3-1 parental cell cytotoxicity. KB-3-1 viability, CellTiter-Glo ATP luminescence, 72 h. Potency, µM (titrated, usually from 46.1 µM), for inactives: at the highest dose activity change, negative = cytotoxic, usual class: cytotoxic. hit rate 1.4% among 400,000; further: on the % scale 0 is the no-effect control and ±100 the full control effect; nearly all actives have a fitted effect of over 60% in size
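Here the drug-naive KB-3-1 line serves as comparator for MDR sub-line selectivity; cells received compound titrations, 72 h at 37 °C, then CellTiter-Glo readout.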
HEK293 tox: cytotoxicity in counter-screen for GLP-1R inverse agonists. HEK293 cAMP-luciferase reporter cells, luminescence, 24 h. Potency, µM (series often up to 38.3 µM), for inactives: at the highest dose activity change, negative = inhibition, usual class: inhibitors. hit rate 0.13% among 410,000. AID 624418;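 further: loss of luciferase light is scored as toxicity; on the % scale 0 is the no-effect control and ±100 the full control effect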
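Compound-treated cells are incubated 24 hr at 37 deg C under 5% CO2 after a 12 hour attachment period, then luciferase detection reagent is added and luminescence is measured following 12 min at room temperature; lowered signal indicates toxicity.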
SW480 rerep: induces DNA re-replication in SW480 colon adenocarcinoma cells. Potency, µM (doses to about 46.1 µM), inactives show at the highest dose re-replication activation, usual class: activators. SW480 DNA re-replication, Hoechst DNA content imaging, 48 h. hit rate 1.8% among 340,000. AID 624297; further: % of control where 0% means no effect; nearly all actives have a fitted effect of over 55% in size
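Quantitative HTS format with DMSO vehicle controls; 48 hr drug incubation at 37 C, then 40 min Hoechst staining and scanning imager measurement at 405 nm excitation.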
HT1080-NT tox: kills 2HG-producing HT-1080-NT fibrosarcoma cells; AID 686970; Potency, µM (series often up to 46.1 µM), inactives show top-dose activity, negative = less viability, actives largely listed as cytotoxic; hit rate 1.6% among 360,000; HT-1080-NT fibrosarcoma viability, CellTiter-Glo ATP luminescence, 48 h;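 further: NT is the 2HG producing partner of a matched IDH1 knockdown line; 0% = DMSO-treated cells and -100% = media-only wells without cells; nearly all actives have a fitted effect of over 55% in size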
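Luminescent CellTiter-Glo readout after 48 hours of compound exposure at 37 degrees C defined viability of HT-1080-NT cells. Activity was normalized to DMSO wells and cell-free media wells; concentration-response curves were fitted and assigned curve classes.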
HT1080 IDH1KD tx: toxicity to HT-1080 IDH1 knockdown cells (counter line) | Potency, µM (highest dose often 46.1 µM), inactives show at the top dose activity, negative = toxicity, most hits filed as cytotoxic | hit rate 2% among 360,000 | HT-1080 IDH1 knockdown viability, ATP luminescence, 48 h;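 further: 0% = DMSO wells and -100% = cell-free medium wells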
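Knockdown cells (IDH1KD HT-1080) received compounds 2 h after plating at 750 cells/well and were kept 48 h at 37 °C in 5% FBS RPMI. A CellTiter-Glo luminescence read gave % activity for curve fitting.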
GLP-1R agonist: GLP-1 receptor (human) agonism; HEK293 GLP-1R CRE-luciferase, luminescence, 4-6 h; cells express a hypersensitive GLP-1R form; Potency, µM (series often up to 45.6 µM), inactives show at the top dose activation, hits mostly activators; hit rate 0.007% among 380,000; further: % of control where 0% means no effect
The depositor's hits bear a star; ? = inconclusive; / = not tested or not shown; & = joins results of further samples; [ ] = remark or other dose. The call rests on the fitted dose curve; in most records, active means well fitted curve in the direction sought with a large enough effect; inconclusive means small, poorly fitted or top-dose-only effect, or another doubt; inactive means no such curve, though single readings can be large; an effect the other way counts as inactive or inconclusive. Potency means the concentration at half of the fitted maximal effect. The order is random (roughly 9.4% active in at least one column).

SMILES | TDP-43 yeast inh | KB-V1 cytotox | GLP-1R inv ag | KB-3-1 tox | HEK293 tox | SW480 rerep | HT1080-NT tox | HT1080 IDH1KD tx | GLP-1R agonist
CCOCCCNC(=O)C(Cc1ccccc1)NC(=O)c1ccco1 (configuration not stated) | -7% | -14% | 6% | -3% | 8% | -2% | 19% | 9% | -10%
CC(=O)C1=C(C)NC(=O)NC1c1cc(Br)ccc1OCC(N)=O (configuration not stated) | 12% | 6% | 6% | 16% | 8% | -7% | 13% | 9% | 1%
CCOP(=O)(OCC)c1nc(-c2ccc(Cl)cc2Cl)oc1N1CCOCC1 | 19% | 0% | 1% | 1% | -1% | -4% | -3% | 1% | 12%
Cc1ccc(CNC(=O)C(C)n2nc(C)c3sc4ccccc4c3c2=O)cc1 (configuration not stated) | -13% | 0% | -10% | -8% | -8% | / | / | / | /
O=C(NCCCN1CCOCC1)c1cccs1 | -7% | 7% | -1% | 1% | 0% | -12% | 10% | -2% | -9%
Cc1ccc(C2(C)CC(C)(C)N(C(=O)CSc3nnc(C)s3)c3ccccc32)cc1 (configuration not stated) | ? | ? | ? | ? | -10% | 1% | ? | ? | 7%
COc1ccc(C(=O)Nc2nc3ccccc3s2)c(OC)c1 | -38%[inhibitor] | 6.5µM* | -76% | 7.3µM* | -1% | ? | 21µM* | 21µM* | -7%
CC1(C)CCC[C@@]2(C)CC=C(C(=O)O)[C@@H]3C[C@]312 | 11µM* | -14% | -4% | -8% | 3% | -14% | 13% | -1% | -5%
CCc1ccc(CN(C)C(C)C(=O)NCc2ccccc2)cc1 (configuration not stated) | -7% | 5% | ? | 7% | -4% | -4% | -3% | -3% | 16%
O=c1c2cc(-c3ccccc3)sc2ncn1-n1cccc1 | -16% | 8% | 37%[activator] | 19% | 0% | 1%[9.22 µM] | 26% | 16% | -5%
CN(Cc1cn[nH]c1-c1ccc2c(c1)OCO2)C1CCOCC1 | 1% | 0% | -3% | 13% | 6% | -1% | -3% | 10% | 6%
CCN(CCO)Cc1cn[nH]c1-c1ccc(C)c(C)c1 | 7% | 1% | 0% | 2% | 3% | 1% | 8% | 6% | -5%
COc1ccc(F)cc1-c1cc(NC(C)=O)c2ncc(-c3cc(OC)c(OC)c(OC)c3)n2c1 | 10% | -29% | ? | 7.3µM* | -19% | / | ? | -2% | ?
O=C(O)c1cccc(NS(=O)(=O)c2cc(S(=O)(=O)c3ccc(Cl)cc3)ccc2Cl)c1 | 0% | 19% | 14% | 3% | -2% | -1% | -10% | -4% | 1%
O=S(=O)(Nc1ncccn1)c1ccc(NC(=S)NCCc2ccc(Cl)cc2)cc1 | -13% | 3% | 4% | 1% | -1% | -7% | -20% | -16% | 7%

Quoted at random: four records from the list
SMILES | TDP-43 yeast inh | KB-V1 cytotox | GLP-1R inv ag | KB-3-1 tox | HEK293 tox | SW480 rerep | HT1080-NT tox | HT1080 IDH1KD tx | GLP-1R agonist
O=C(NCCCN1CCOCC1)c1cccs1 | -7% | 7% | -1% | 1% | 0% | -12% | 10% | -2% | -9%
CC(=O)C1=C(C)NC(=O)NC1c1cc(Br)ccc1OCC(N)=O (configuration not stated) | 12% | 6% | 6% | 16% | 8% | -7% | 13% | 9% | 1%
COc1ccc(C(=O)Nc2nc3ccccc3s2)c(OC)c1 | -38%[inhibitor] | 6.5µM* | -76% | 7.3µM* | -1% | ? | 21µM* | 21µM* | -7%
Cc1ccc(CNC(=O)C(C)n2nc(C)c3sc4ccccc4c3c2=O)cc1 (configuration not stated) | -13% | 0% | -10% | -8% | -8% | / | / | / | /

Next entries.
SMILES | TDP-43 yeast inh | KB-V1 cytotox | GLP-1R inv ag | KB-3-1 tox | HEK293 tox | SW480 rerep | HT1080-NT tox | HT1080 IDH1KD tx | GLP-1R agonist
CCCN1C(=O)/C(=c2\sc3nc(=O)c(Cc4ccc(C)cc4)nn3c2=O)c2ccccc21 | -30%[inhibitor] | 4% | -20% | -3% | 0% | 4% | -1% | 16% | -3%
COc1cccc(NC(=O)CN(C)C(=O)CNC(=O)c2ccc(C)s2)c1 | -22% | 1% | -14% | 4% | -10% | -50%[inhibitor] | -3% | -2% | 6%
Cc1ccc(S(=O)(=O)N2CCC[C@H]2C(=O)Oc2ccccc2)cc1 | -31%[inhibitor] | ? | -4% | 9% | -4% | 0% | 1% | -4% | 15%
O=C(N1CCN(c2cccc(Cl)c2)CC1)C1(c2cccs2)CCOCC1 | 19% | 4.6µM* | -20% | ? | -7% | -189% | 2% | 0% | 4%
Cc1ccc(OCC(=O)Nc2nnc(S(=O)(=O)N3CCCCC3)s2)cc1 | 8% | 7% | -12% | -3% | 0% | 1% | 0% | -2% | -8%
CC(=O)c1ccc(-c2nc3ccccc3n2C)o1 | 10% | -13%&-8% | 37%[activator] | 4%&0% | -1% | -2% | 0% | -5% | -14%
O=C1CCC2CCCCC2(O)O1 (configuration not stated) | -23% | -3% | 26% | -3% | -5% | -3% | 13% | -1% | -3%
CCCC(=O)Nc1c(O)c2ccccc2[nH]c1=O | ? | ? | 4% | 0% | -5% | 12% | 14% | 11% | 11%
Cc1nc2ncnn2c(C)c1CCC(=O)NCCC1=CCCCC1 | 12% | ? | -8% | 3% | -13% | -11% | 6% | 11% | -1%
O=C(CSc1nnc2ccccn12)c1ccc(Cl)cc1 | 1% | 0% | 9% | 1% | 4% | -72%[inhibitor] | 12% | 6% | 3%
COC(=O)C[C@@H]1C=C[C@@H](NC(=O)NC2CCCC2)[C@@H](CO)O1 | 16% | -3% | 9% | 2% | -11% | / | 11% | 26% | /
Cc1ccc2oc(-c3cccc(NC(=O)c4sc5c([N+](=O)[O-])cccc5c4Cl)c3)nc2c1 | 12% | 10% | 4% | 19% | -4% | / | / | / | /
COc1cc(C(=O)Nc2ccc(S(=O)(=O)Nc3onc(C)c3C)cc2)cc(OC)c1OC | -9% | -3% | 7% | -10% | 0% | -3% | 17% | 16% | 5%
COc1ccc(N2CCN(C(=O)Oc3ccc([N+](=O)[O-])cc3)CC2)cc1 | ? | 13% | ? | 5% | 1% | / | 2% | -10% | 9%
CCOc1ccccc1N1CCN(Cc2ccc(OC)c(OC)c2OC)CC1 | -30% | 18µM* | 0% | -5% | -24% | 1% | -3% | -28% | -2%
CCOC(=O)CNC(=O)CSc1nc2c(C)cccc2cc1CC | -3% | 2% | -15% | -9% | 8% | 17% | -1% | -3% | 5%
CC(C)c1ccc2nc(NC(=O)C3CC3)sc2c1 | 22µM* | -18% | ? | ? | -8% | 5% | -17% | -15% | -4%
O=[N+]([O-])c1cc([N+](=O)[O-])c(Oc2c(F)cccc2F)cc1NN1CCCCC1 | 2% | -7% | 3% | 18% | 6% | -7% | 10% | 9% | -5%
Cc1cc(S(=O)(=O)NCCc2ccncc2)cc(C)c1F | 3% | -7% | 6% | 13% | 4% | -2% | 5% | 7% | 2%
O=C(NCc1ccccn1)Nc1ccccc1Cl | -10% | -11% | 35%[activator] | 0% | 1% | ? | -6% | -12% | 8%
CC(C)n1nnnc1SCC(=O)Nc1ccc2c(c1)OCO2 | 17% | -1% | 2% | 6% | -16% | -2% | 6% | 10% | 2%
CCc1ccc(C(=O)CC2(O)C(=O)N(CN3CCOCC3)c3ccccc32)cc1 (configuration not stated) | 9% | ? | 5% | -4% | -5% | 1% | 5% | 7% | 4%
COc1ccc(NC(=O)c2oc3ccccc3c2CSC)cc1S(=O)(=O)N1CCOCC1 | -2% | 5% | 1% | 13% | 1% | 3% | 15% | 11% | 13%
CCOC(=O)C1(C)NC(c2ccc(OC)cc2OC)C2C(=O)N(CC)C(=O)C21 (configuration not stated) | -15% | ? | 3% | 0% | 3% | 8% | 19% | -3% | -3%
COc1cc2nc(C3CCC3)n(N)c(=O)c2cc1OC | 7% | ? | 66%[activator] | -3% | -16% | 9% | -20% | -2% | 5%
O=C(C1CCCN(c2nnc(-n3cccc3)s2)C1)N1CCN(c2ccccc2)CC1 (configuration not stated) | 13% | -8% | 9% | -14% | -12% | ? | -3% | ? | -9%
CC(C)c1ccc(NC(=O)CC2Oc3ccccc3NC2=O)cc1 (configuration not stated) | 16%&1% | 26% | ? | 2% | 0%&1% | 9% | 8% | 4% | 10%
COc1ccc(Nc2ncnc3ccc(Br)cc23)cc1OC | -23% | 0% | -12% | -4% | -14% | ? | -16% | -10% | 3%
CC(C)(C)C(=O)NC(=S)NNC(=O)C(c1ccccc1)c1ccccc1 | ? | ? | ? | ? | -9% | ? | 18µM* | 12µM* | 0%
O=C1CC[C@@H](O)CCN1CC[C@H](Sc1ccccc1)c1ccccc1 | 0% | ? | -14% | 1%&9% | -11% | -5% | -15% | 1% | 6%
CCNC(=O)CN1C(=O)NC(Cc2ccccc2)(Cc2ccccc2)C1=O | -5% | 1% | 1%[0.307 µM] | -6% | 2%[0.307 µM] | -3% | -3% | 16% | 3%
Cc1ccc(C(C(=O)NC2CCCC2)N(Cc2ccc3c(c2)OCO3)C(=O)Cc2cccs2)cc1 (configuration not stated) | 21% | ? | ? | 3% | -29% | 2% | -25% | ? | -15%
COc1cc(C#CC#CCN2CCCCC2)ccc1O | -29% | 10µM* | -33% | 0% | -25% | ? | -23% | -26% | 17%
CC(=O)c1c(C(C)=O)c(C)n(-c2cccc([N+](=O)[O-])c2)c1C | 0% | -22% | 31%[activator] | 12% | 11% | -2% | -6% | -4% | -1%
COc1ccc(Br)cc1CNC(=O)Cc1cccs1 | 13% | -6% | 9% | 3% | 1% | -1% | -5% | -7% | 12%
CCOC(=O)COc1ccc2c(=O)c(-c3ccc(OC)c(OC)c3)c(C(=O)OCC)oc2c1 | -1% | -6% | 19% | ? | -2% | -14% | 11% | 11% | 18%
CCOC(=O)c1cccc(NC(=O)Cn2ncc3c4ccccc4n(Cc4ccccc4)c3c2=O)c1 | 23% | 13% | -14% | 8% | 5% | / | / | / | /
CC1CN(C(=O)N2CCC(C(=O)NCCC3=CCCCC3)CC2)c2cc(Cl)ccc2O1 (configuration not stated) | 23% | ? | -1% | -4% | 7% | / | / | / | /
